LmPK inhibitor: inhibitors of Leishmania mexicana pyruvate kinase; 290,000 tested, 0.37% active; purified LmPK, Kinase-Glo ATP luminescence, 1 h; Potency, µM (series often up to 57.5 µM), for the others: top-dose activity change, negative = inhibition, usual class: inhibitors; Q27686; further: potency means the concentration at half of the fitted maximal effect; on the % scale 0 is the no-effect control and ±100 the full control effect
Target sequence (Q27686 whole entry, looked up): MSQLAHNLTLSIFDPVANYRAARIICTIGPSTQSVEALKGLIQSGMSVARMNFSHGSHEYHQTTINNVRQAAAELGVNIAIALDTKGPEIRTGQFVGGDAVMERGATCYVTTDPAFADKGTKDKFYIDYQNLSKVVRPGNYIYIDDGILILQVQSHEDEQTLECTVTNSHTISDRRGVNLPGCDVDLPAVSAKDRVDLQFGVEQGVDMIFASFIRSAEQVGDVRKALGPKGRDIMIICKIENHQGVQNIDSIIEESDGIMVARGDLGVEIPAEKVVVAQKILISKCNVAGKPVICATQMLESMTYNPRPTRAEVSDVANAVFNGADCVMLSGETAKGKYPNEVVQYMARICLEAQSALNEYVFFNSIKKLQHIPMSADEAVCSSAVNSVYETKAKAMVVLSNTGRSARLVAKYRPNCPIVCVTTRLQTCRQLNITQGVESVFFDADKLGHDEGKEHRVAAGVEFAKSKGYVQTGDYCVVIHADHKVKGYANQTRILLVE
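ATP generated from ADP (0.1 mM) and PEP (0.5 mM) by 0.1 nM LmPK over 1 h at room temperature (pH 7.2 imidazole buffer) was detected by coupled luciferase luminescence. Values were normalized to uninhibited and no-enzyme wells.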
AMA1 RON2 block: AMA1-RON2 (P. falciparum) interaction inhibition | AlphaScreen AMA1-biotinylated RON2 peptide binding | Potency, µM (series often up to 58.2 µM), for the others: at the highest dose activity change, negative = inhibition, hits mostly inhibitors | 360,000 tested, 0.2% active;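 further: potency means the concentration at half of the fitted maximal effect; 0% = vehicle wells and -100% = peptide control; nearly all actives have a fitted effect of over 45% in size; some results filed as inactive show a strong effect at the top dose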
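AMA1 (3D7) with his tag at 25 nM final met compounds first, then biotinylated RON2 peptide at 25 nM; detection used donor plus acceptor beads, 10 µg/mL apiece, read by AlphaScreen after 30 min at room temperature.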
Pf growth 96h: P. falciparum growth inhibition at 96 hours; P. falciparum luciferase reporter growth, 96 h; 320,000 tested, 6.9% active; Potency, µM (series often up to 28.7 µM), inactives show top-dose activity change, negative = inhibition, most hits filed as inhibitors; further: potency means the concentration at half of the fitted maximal effect; on the % scale 0 is the no-effect control and ±100 the full control effect
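P. falciparum expressing integrated firefly luciferase, in erythrocytes at 2% hematocrit, 0.05% parasitemia, incubated with compounds 96 h at 37 C, 5% CO2. Growth inhibition read as loss of luminescence; two-generation exposure targets delayed-death apicoplast inhibitors.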
Cycloheximide cs: counter-screen for Shiga toxin inhibitors: cycloheximide protein synthesis inhibition | AID 2314 | cell reporter, cycloheximide protein synthesis inhibition counterscreen | max response, % | 300,000 tested, 12% active; in the data active means max response mostly above about 13%, no sharp cut-off; inactive means mostly below about 14%; further: read at 38.3 µM for the half of the compounds with a filed dose; 0% is about no effect
TbPYK inhibitor: inhibitors of Trypanosoma brucei pyruvate kinase; Q57TT1; TbPYK enzyme, Kinase-Glo Plus ATP luminescence, 45 min; Potency, µM (series often up to 76.8 µM), for inactives: at the highest dose activity, negative = inhibition, actives largely listed as inhibitors; 410,000 tested, 0.12% active; AID 624173; further: potency means the concentration at half of the fitted maximal effect; on the % scale 0 is the no-effect control and ±100 the full control effect; nearly all actives have a fitted effect of over 50% in size
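T. brucei PYK with substrate was exposed to pin-transferred compounds across a concentration series, then started with 130 uM ADP (final). After 45 min at room temperature, Kinase-Glo Plus luminescence was read, normalized and curve-fitted.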
Shiga toxin inh: inhibitors of Shiga toxin in Vero cells; Vero cells, Shiga toxin protein synthesis inhibition reporter; inhibition, % at 38.7 µM; 290,000 tested, 9.2% active; in the data active means inhibition mostly above about 28%, no sharp cut-off; inactive means mostly below about 43%; further: 0% is about no effect
Pf growth 48h: inhibits P. falciparum growth in the first generation, 48 h; P. falciparum luciferase growth in erythrocytes, 48 h; Potency, µM (highest dose often 28.7 µM), inactives show at the top dose activity change, negative = inhibition, usual class: inhibitors; 310,000 tested, 5.9% active; AID 504832; further: potency means the concentration at half of the fitted maximal effect; on the % scale 0 is the no-effect control and ±100 the full control effect
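Compounds are pin-transferred into medium, infected erythrocytes (2% hematocrit, 0.1% parasitemia final) are added, and plates sit one parasite generation at 37 C in 5% CO2. Detection reagent is then added and luminescence measured.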
* hit, by the source's call; ? = inconclusive; . = not tested or not shown; & = joins results of further samples; [ ] = dose if it differs, or a comment. Unless noted, the call rests on the fitted dose curve; in most records, active means well fitted curve in the direction sought with a large enough effect; inconclusive means small, poorly fitted or top-dose-only effect, or another doubt; inactive means no such curve, though single readings can be large; an effect the other way counts as inactive or inconclusive.

SMILES	LmPK inhibitor	AMA1 RON2 block	Pf growth 96h	Cycloheximide cs	TbPYK inhibitor	Shiga toxin inh	Pf growth 48h
O=C(Cn1cccc1)Nc1ccc(OC(F)(F)F)cc1	8%	-15%	0%	11	-5%	8	80%[activator]
O=C(NCc1ccc(Cl)cc1)c1ccc(OCC2CCCO2)cc1 (configuration not stated)	-2%	11%	7%	-3	6%	14	9%
O=C(Nc1ccc(-c2nc3cc(Cl)ccc3o2)cc1)C1CCCO1 (configuration not stated)	-2%	7%	.	30*	-2%	70*	232%[activator]
O=S(=O)(/N=C(/Nc1nc2ccccc2s1)c1ccccc1)c1ccc(F)cc1	.	-5%	43%[activator]	.	-7%	.	50%[activator]
Cc1cc(C)n(CCc2nc(-c3ccco3)cs2)n1	11%	-5%	-39%	-1	-13%	24	.
CC(C)(C)C(CCl)C(=O)NN=C(c1ccccc1)c1ccccc1 (configuration not stated)	.	-23%	39%[activator]	.	0%	.	-10%
CC(=O)N(C1=NCCCS1)c1ccccc1F	-2%	13%	-14%	1	10%	23	1%
N#C/C(=C(/O)c1ccc(-c2cccc([N+](=O)[O-])c2)o1)c1nc2ccccc2s1	-15%	60%[activator]	?	21	1%	53*	25%
CC(=O)c1c(O)n(C2CCCCCC2)c(=O)[nH]c1=O	5%	14%	?	-1	2%	-8	-2%
Cc1c(C#N)c2ccccc2n1CC(=O)NCC1CCCO1 (configuration not stated)	0%	-1%	?	-4	-2%	-1	-13%
Cc1ccc2c(c1)N(C(=O)CSc1nncn1C)C(C)(C)c1ssc(=S)c1-2	-2%	?	.	-1	-7%	-4	?
Cc1nn(CCCC(=O)NCc2ccco2)c(=O)c2nn(-c3ccccc3)c(C)c12	1%	-16%	-8%	-1	-9%	-3	-22%
COc1ccc(NC(NC(=O)c2cccnc2)C(Cl)(Cl)Cl)cc1 (configuration not stated)	6%	-15%	37%[activator]	-2	-4%	-14	-16%
COc1cnc(N(C)C)nc1Sc1ccc(Cl)cc1	-6%	-15%	61%[activator]	10	1%	-10	-17%
COC(=O)Cn1c(CN2CCOCC2)nc2c1c(=O)n(C)c(=O)n2C	-3%	-1%	33%[activator]	-1	2%	-4	27%
C/C(=N\NC(N)=O)C1(C)CCCCC1	-1%	0%	-9%	-2	28%	-15	.
O=C(COC(=O)COc1ccc2ccccc2c1)NCC(F)(F)F	-5%	1%	13%	1	0%	-11	2%
O=C(NC(=S)Nc1ccccc1Cl)c1cncc(Br)c1	2%	28%	12µM*	-2	-12%	-9	0%
CCN1CCN(C2CCN(C(C)=O)CC2)CC1	-1%	.	12%	-5	.	-17	.
O=C(NCC12CC3CC(C1)CC(CNC(=O)N1CCCC1)(C3)C2)N1CCCC1	-10%	23%	69%[activator]	-3	5%	-9	-27%
CC(=O)NCCc1ccc(S(=O)(=O)NC2OC(=O)c3ccccc32)cc1 (configuration not stated)	-1%	-4%	.	-6	0%	-15	5%
Cn1c(CNC(=O)c2ccco2)nnc1SCC(=O)c1ccc(F)cc1	-10%	16%	45%[activator]	6	-6%	-2	3%
COC(=O)c1ccccc1NC(=O)C1CC(=O)N(c2ccc(F)cc2)C1 (configuration not stated)	1%	5%	.	-1	0%	3	?
COCCN(C(=O)CSCC(=O)Nc1ccc(C)cc1)c1c(N)n(CC(C)C)c(=O)[nH]c1=O	.	-7%[11.6 µM]	?	.	-2%	.	-30%
Cc1ccc(C(=O)O)cc1S(=O)(=O)N1CCC(C(=O)O)CC1	-1%	4%	.	-3	0%	-8	12%
CCN1CCN(C(=O)CCN2C(=O)c3ccccc3C2=O)CC1	2%	7%	-23%	-1	5%	15	55%[activator]
O=C(NNC(=O)C(O)(c1ccccc1)c1ccccc1)C1CC1	2%	16%	3%	-3	-3%	-11	9%
CCNc1nc(NC(C)C)nc(N(C)C#N)n1	-2%	-5%	9%	-2	6%	10	-4%
CCOc1ccc(-c2nc(C#N)c(NCC3CCCO3)o2)cc1 (configuration not stated)	2%	7%	?	13	.	28	.
Cc1nn(C)cc1C(C)NCc1c(C(=O)N2CCCCCCC2)nc2ccc(Cl)cn12 (configuration not stated)	7%	4%	25%	-2	2%	-8	-23%

Part of the list above in a different format:
Cc1nn(CCCC(=O)NCc2ccco2)c(=O)c2nn(-c3ccccc3)c(C)c12
  LmPK inhibitor = 1%
  AMA1 RON2 block = -16%
  Pf growth 96h = -8%
  Cycloheximide cs = -1
  TbPYK inhibitor = -9%
  Shiga toxin inh = -3
  Pf growth 48h = -22%
COc1cnc(N(C)C)nc1Sc1ccc(Cl)cc1
  LmPK inhibitor = -6%
  AMA1 RON2 block = -15%
  Pf growth 96h = 61%[activator]
  Cycloheximide cs = 10
  TbPYK inhibitor = 1%
  Shiga toxin inh = -10
  Pf growth 48h = -17%
O=C(NCC12CC3CC(C1)CC(CNC(=O)N1CCCC1)(C3)C2)N1CCCC1
  LmPK inhibitor = -10%
  AMA1 RON2 block = 23%
  Pf growth 96h = 69%[activator]
  Cycloheximide cs = -3
  TbPYK inhibitor = 5%
  Shiga toxin inh = -9
  Pf growth 48h = -27%
O=C(COC(=O)COc1ccc2ccccc2c1)NCC(F)(F)F
  LmPK inhibitor = -5%
  AMA1 RON2 block = 1%
  Pf growth 96h = 13%
  Cycloheximide cs = 1
  TbPYK inhibitor = 0%
  Shiga toxin inh = -11
  Pf growth 48h = 2%

Remaining list, next part.
SMILES	LmPK inhibitor	AMA1 RON2 block	Pf growth 96h	Cycloheximide cs	TbPYK inhibitor	Shiga toxin inh	Pf growth 48h
Cc1cccc(C)c1NC(=O)C(C)Sc1nnc(C)n1CC1CCCO1 (configuration not stated)	4%	4%	-8%	-3	7%	-4	20%
COc1ccccc1-c1nc(C#N)c(N2CCC(C(N)=O)CC2)o1	0%	-8%	?	-3	2%	-15	.
O=C1C(=O)N(CCCN2CCOCC2)C(c2cccs2)/C1=C(/O)c1ccc2c(c1)OCO2 (configuration not stated)	-12%	.	?	29*	.	16	15%
O=S(=O)(CCSc1nc2ccccc2o1)c1nc2ccccc2s1	6%	4%	?	-3	1%	-13	13µM*
Cc1c(NCc2cc(Cl)ccc2O)c(=O)n(-c2ccccc2)n1C	1%	0%	?	-1	2%	-13	?
N#Cc1ccsc1NC(=O)CN1CCN(c2ccccn2)CC1	-6%	-1%	-17%	-4	-1%	-11	.
O=C(NCC1COCCO1)c1ccc(OC2CCN(CCc3ccccc3)CC2)cc1 (configuration not stated)	5%	5%	2%	2	-7%	20	1%
CCc1ccc(C(C(=O)NC2CCCC2)N(C(=O)/C=C/C(=O)Nc2cc(C)on2)c2ccccc2C)cc1 (configuration not stated)	-1%	-2%	?	-1	-1%	-16	?
CCOC(=O)C1=C(C)OC(N)=C(C#N)C1c1ccc(O)c(OC)c1 (configuration not stated)	-3%	3%	?	-5	1%	-11	.
CCCNC(=O)C(CC)NC(=O)c1ccc(C#N)cc1 (configuration not stated)	.	5%	36%[activator]	.	-8%	.	4%
COCCNC(=O)c1c(NC(=O)c2ccco2)n(Cc2ccccc2)c2nc3ccccc3nc12	12%	62%[activator]	.	-3	-11%	-14	?
CNc1oc(-c2ccccc2)nc1C#N	-13%	-11%	150%[activator]	20*	-10%	38*	21%
Cc1ccsc1C(=O)N1CCCC(CCC(=O)NCc2ccccc2F)C1 (configuration not stated)	6%	?	?	15*	2%	29	0%
CC(=O)Nc1ccc(S(=O)(=O)N2CCCN(S(=O)(=O)c3ccc(C)cc3)CC2)cc1	3%	-9%	10%	-4	2%	-12	?
O=C(Cn1cnc2ccccc2c1=O)NCCC(=O)Nc1ccccc1C(F)(F)F	-7%	-28%	?	-3	8%	2	16%
Cc1cccn2cc(-c3c[nH]c4ccccc34)nc12	3%	-13%	?	41*	3%	122*	?
CCOC(=O)C1CCN(C(=O)Cc2c(C(=O)O)n(CC)c3ccccc23)CC1	2%	29%	?	-4	-7%	-4	5%
COc1ccc2[nH]c(=O)c(CN(C(=O)c3cccnc3)c3ccccc3OC)cc2c1	1%	-4%	.	-4	2%	1	?
NS(=O)(=O)c1ccc(CCNC(=O)CN2CCN(c3cccc(Cl)c3)CC2)cc1	-1%	19%	-16%	-3	-7%	-9	-9%
CCOc1ccc(NC(=S)N(CCCN2CCOCC2)Cc2cn(C)c3ccccc23)cc1	1%	?	?	-1	1%	6	?
CN(C)CCOC(=O)COc1ccc(Cl)cc1	.	3%	46%[activator]	.	-8%	.	30%[activator]
CCCn1nc(C(=O)OCC(=O)Nc2ncc(Cl)c(C)c2Cl)c2ccccc2c1=O	1%	-12%	55%[activator]	0	1%	-15	16%
O=C(Nc1ccccc1F)c1ccco1	-13%	7%	-22%	8	0%	24	39%[activator]
COc1cc(C(=O)NCc2ccc3c(c2)OCO3)c([N+](=O)[O-])cc1OC	0%	-2%	?	-2	3%	-10	3%
Cc1ccc(-c2nc3ccccc3s2)cc1NC(=S)NC(=O)c1cccc2ccccc12	0%	-1%	?	35*	-26%	80*	158%[activator]
CC(C)Cc1nnc(NC(=O)c2cc(-c3ccccc3)nc3ccccc23)s1	2%	4%	-17%	6	0%	5	35%
CCOC(=O)Cc1c(C)nc(Cc2ccc(OC(C)C)cc2)[nH]c1=O	0%	2%	24%	-3	-3%	14	13%[5.75 µM]
Cc1cccc(C)c1Nc1nnc(SCC(=O)NCc2cccs2)s1	4%	8%	?	-3	-20%	21	-4%
CCc1cc(=O)oc2cc(C)cc(OC(C)C(=O)O)c12 (configuration not stated)	3%	-5%	-11%	1	-11%	-6	24%
CCn1cc(C=C2C(=O)N(C)C(=O)N(C)C2=O)c2ccccc21	4%	-9%	0.12µM*	-2	-12%	.	-30%
CCCNC(=O)c1ccc(N2CCC3(CC2)CC(c2cccc(Br)c2)=NO3)c(NC(=O)c2ccccc2)c1	.	-3%	12µM*	.	0%	.	9.3µM*
CC(C)OCCCNC(=O)c1ccncc1	-8%	12%	.	-5	1%	7	8%
Cc1ccc(C(=O)N/C(=C\c2cccs2)C(=O)NCCc2ccccn2)cc1C	0%	-7%	-20%	31*	-24%	56	-13%
COc1cccc(CN2CCN(CCc3ccccc3)C(CCO)C2)c1OC (configuration not stated)	1%	-22%	0%	-5	5%	-1	0%
COc1ccccc1-n1c(SCC(=O)Nc2cc(C)on2)nc2c(c1=O)SCC2	-3%	5%	?	3	8%	-3	?
O=C(O)C(C(=O)Oc1ccccc1)C(C(=O)O)C(=O)Oc1ccccc1 (configuration not stated)	.	-12%	-7%	.	1%	.	-11%
COC(=O)C(CCSC)NC(=O)c1cc2c(n(-c3ccccc3)c1=O)CC(C)(C)CC2=O (configuration not stated)	0%	0%	3.7µM*	-4	-6%&-17%	6	-20%
COc1ccc(NC(=O)NNC(=O)c2cc3ccccc3cc2O)cc1	-9%	62%[activator]	35%[activator]	1	3%	-11	6%
CCOC(=O)c1ccc(N2CCN(c3ccccc3F)CC2)c(NC(=O)Nc2cccc(OC)c2)c1	1%	-6%	?	4	5%	-6	5.2µM*
Cc1ccccc1SCC(=O)OCC(=O)NCCNC(=O)COC(=O)CSc1ccccc1C	.	-1%	4%	.	0%	.	2%
